Screens as filed in PubChem.
Bcl-B TR3 displacers: displacers of TR3 peptide from Bcl-B, primary screen, selectivity assay for Bfl-1 inhibitor project, biochemical, fluorescence polarization | AID 748 | 96,000 compounds, 0.11% hits | displacement, % at 20 µM, or IC50 in µM where a hit was titrated | FP displacement of FITC-TR3 peptide from Bcl-B; higher % means a stronger effect;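 active = displacement above 50% at 20 µM plus a fluorescence interference ratio under 1.5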;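 also: plate controls were wells without compound for no effect and wells lacking Bcl-B protein for full effect; a part of the inactive calls stands beside numbers as strong as those of hits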
MRP resist rev: compounds reversing MRP-mediated drug resistance | AID 602 | differential viability (reversal), % at 10 µM | 85,000 compounds, 0.04% hits | H69AR cells + 2 uM doxorubicin, CellTiter-Glo, 72 h;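 active = viability drop by adding the cancer drug above about 55%, with treated viability meeting a 40% cutoff, limit read from the data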;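 also: viability without doxorubicin minus viability with 2 µM doxorubicin for each compound; larger differential means the compound sensitizes cells more to doxorubicin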
IL1B NFkB inh: blocks IL-1B driven NFkB nuclear translocation in HUVEC cells | AID 796 | HUVEC IL-1B NFkB p65 nuclear translocation imaging | inhibition, % at 2 µM | 94,000 compounds, 0.43% hits;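 active = inhibition above about 30% together with a positive call from visual inspection of the well image, limit read from the data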;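 also: nuclear over cytoplasmic p65 intensity ratio measured by imaging; 0% = IL-1B stimulated DMSO wells and 100% = unstimulated DMSO wells; values of inactives mirror those of a sister screen read the other way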
PLAP inhibition: inhibition of human placental alkaline phosphatase – biochemical, luminescence, HTS (AID 690) | purified PLAP, luminescent substrate; higher % means a stronger effect | inhibition, % at 20 µM; hits with a dose series show IC50 in µM | 96,000 compounds, 0.08% hits; in the data active = a potency from the dose series; inactive = the rest, 99 in 100 with inhibition below about 30%; also: strong numbers were not always called active
IL1B NFkB pot: enhances IL-1B driven NFkB nuclear translocation | activation, % at 2 µM | HUVEC IL-1B NFkB p65 nuclear translocation imaging | AID 819 | 94,000 compounds, 0.3% hits;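 active = activation above 40%, about the mean plus 3 SD, also judged a hit on visual image review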;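 also: percent activation is computed from the nuclear over cytoplasmic p65 intensity ratio; values of inactives mirror those of a sister screen read the other way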
MRP resist rev cytotoxicity: also measured in MRP resist rev; calls as there; viability, %; H69AR cells, CellTiter-Glo, 72 h; measured here: cytotoxicity without doxorubicin
MRP resist rev with doxorubicin: recorded beside MRP resist rev, whose call it bears; viability, %; measured here: viability with 2 uM doxorubicin; stronger effect = lower value
IL1B NFkB inh cell count 2 µM: also measured in IL1B NFkB inh; calls as there; cell count; measured here: cells passing quality filter;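 raw number of nuclei counted in each imaged well without normalization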
IL1B NFkB pot cell count 2 µM: recorded beside IL1B NFkB pot, whose call it bears; cell count; measured here: cells passing quality filter
The depositor's hits bear a star. Some of the compounds tested; rates above refer to the full screens.

What do the screens show for `O=c1[nH]c(CN2CCC(c3nc4ccccc4s3)CC2)nc2sc3c(c12)CCC3`?
Bcl-B TR3 displacers: -5%; MRP resist rev: 1; PLAP inhibition: -7%; MRP resist rev cytotoxicity: 82; MRP resist rev with doxorubicin: 81

What do the screens show for `O=C(OCC(=O)c1c[nH]c2ccccc12)c1ccco1`?
Bcl-B TR3 displacers: -4%; MRP resist rev: 10; IL1B NFkB inh: 2; PLAP inhibition: -2%; IL1B NFkB pot: -2; MRP resist rev cytotoxicity: 91; MRP resist rev with doxorubicin: 80; IL1B NFkB inh cell count 2 µM: 90; IL1B NFkB pot cell count 2 µM: 90

What do the screens show for `Cc1cccc(-c2c3c(=O)n(C)c(=O)n(C)c3cn2-c2ccc(O)cc2)c1`?
MRP resist rev: 2; IL1B NFkB inh: 9; IL1B NFkB pot: -9; MRP resist rev cytotoxicity: 99; MRP resist rev with doxorubicin: 97; IL1B NFkB inh cell count 2 µM: 117; IL1B NFkB pot cell count 2 µM: 117

How did c1ccc(Cn2c(CNc3nc4ccccc4n3CCN3CCCCC3)nc3ccccc32)cc1 do in these assays?
MRP resist rev: -20; IL1B NFkB inh: 7; IL1B NFkB pot: -7; MRP resist rev cytotoxicity: 10; MRP resist rev with doxorubicin: 30; IL1B NFkB inh cell count 2 µM: 99; IL1B NFkB pot cell count 2 µM: 99

How did Cc1ccccc1Sc1ncnc2onc(C)c12 do in these assays?
Bcl-B TR3 displacers: 0%; MRP resist rev: -33; IL1B NFkB inh: 6; PLAP inhibition: -55%; IL1B NFkB pot: -6; MRP resist rev cytotoxicity: 43; MRP resist rev with doxorubicin: 76; IL1B NFkB inh cell count 2 µM: 103; IL1B NFkB pot cell count 2 µM: 103

Results for C=CCn1c(C(CCC(C)C)CC(C)(C)O)n[nH]c1=S (configuration not stated) ?
Bcl-B TR3 displacers: 48%; IL1B NFkB inh: 7; PLAP inhibition: -52%; IL1B NFkB pot: -7; IL1B NFkB inh cell count 2 µM: 120; IL1B NFkB pot cell count 2 µM: 120

Results for CS(=O)(=O)N1CCCC(C(=O)NCCCN2CCc3ccccc3C2)C1 (configuration not stated) ?
Bcl-B TR3 displacers: 3%; MRP resist rev: -3; IL1B NFkB inh: 12; PLAP inhibition: -6%; IL1B NFkB pot: -12; MRP resist rev cytotoxicity: 101; MRP resist rev with doxorubicin: 105; IL1B NFkB inh cell count 2 µM: 110; IL1B NFkB pot cell count 2 µM: 110

How did COc1ccc(N2CCN(C(=S)Nc3cccc(C)c3)CC2)cc1 do in these assays?
Bcl-B TR3 displacers: -1%; IL1B NFkB inh: 15; PLAP inhibition: 16%; IL1B NFkB pot: -15; IL1B NFkB inh cell count 2 µM: 125; IL1B NFkB pot cell count 2 µM: 125

Results for Cc1ccc(NC(=O)COC(=O)CN2CSCC2=O)cc1C ?
Bcl-B TR3 displacers: 2%; MRP resist rev: -16; IL1B NFkB inh: -13; PLAP inhibition: -4%; IL1B NFkB pot: 13; MRP resist rev cytotoxicity: 103; MRP resist rev with doxorubicin: 119; IL1B NFkB inh cell count 2 µM: 137; IL1B NFkB pot cell count 2 µM: 137

What do the screens show for `Cc1ccc(NC(=O)/C(=C\c2cccc([N+](=O)[O-])c2)NC(=O)c2cccs2)cc1`?
Bcl-B TR3 displacers: 4%; IL1B NFkB inh: -14; PLAP inhibition: 0%; IL1B NFkB pot: 14; IL1B NFkB inh cell count 2 µM: 184; IL1B NFkB pot cell count 2 µM: 184

How did Cn1c(=O)c2c(ncn2CCCc2ccccc2)n(C)c1=O do in these assays?
Bcl-B TR3 displacers: -5%; MRP resist rev: 4; IL1B NFkB inh: -2; PLAP inhibition: -6%; IL1B NFkB pot: 1; MRP resist rev cytotoxicity: 94; MRP resist rev with doxorubicin: 90; IL1B NFkB inh cell count 2 µM: 138; IL1B NFkB pot cell count 2 µM: 138

How did CCOCc1nnc(NC(=O)c2c(OC)cccc2OC)s1 do in these assays?
Bcl-B TR3 displacers: 2%; MRP resist rev: 2; IL1B NFkB inh: -3; PLAP inhibition: 6%; IL1B NFkB pot: 3; MRP resist rev cytotoxicity: 90; MRP resist rev with doxorubicin: 88; IL1B NFkB inh cell count 2 µM: 52; IL1B NFkB pot cell count 2 µM: 52

How did CCOC(=O)c1c(NCC2CCCO2)c2ccccc2[nH]c1=O (configuration not stated) do in these assays?
Bcl-B TR3 displacers: 7%; MRP resist rev: 13; IL1B NFkB inh: -22; PLAP inhibition: -25%; IL1B NFkB pot: 22; MRP resist rev cytotoxicity: 102; MRP resist rev with doxorubicin: 88; IL1B NFkB inh cell count 2 µM: 212; IL1B NFkB pot cell count 2 µM: 212

What do the screens show for `O=C(O)C(c1ccccc1)C1(O)CCCC1` (configuration not stated)?
Bcl-B TR3 displacers: -3%; MRP resist rev: -3; IL1B NFkB inh: 3; PLAP inhibition: 9%; IL1B NFkB pot: -3; MRP resist rev cytotoxicity: 91; MRP resist rev with doxorubicin: 95; IL1B NFkB inh cell count 2 µM: 161; IL1B NFkB pot cell count 2 µM: 161

What do the screens show for `COc1ccccc1C1CC(=O)Nc2cc3c(cc21)OCCO3` (configuration not stated)?
Bcl-B TR3 displacers: -2%; MRP resist rev: -19; IL1B NFkB inh: 8; PLAP inhibition: 7%; IL1B NFkB pot: -7; MRP resist rev cytotoxicity: 22; MRP resist rev with doxorubicin: 41; IL1B NFkB inh cell count 2 µM: 79; IL1B NFkB pot cell count 2 µM: 79

How did Cc1cccc(C(C)(C)C)c1OCCCCN1CCCC1 do in these assays?
Bcl-B TR3 displacers: 10%; MRP resist rev: -2; IL1B NFkB inh: -11; PLAP inhibition: -8%; IL1B NFkB pot: 11; MRP resist rev cytotoxicity: 66; MRP resist rev with doxorubicin: 68; IL1B NFkB inh cell count 2 µM: 158; IL1B NFkB pot cell count 2 µM: 158

What do the screens show for `O=C(C1=C(O)C(=O)N(Cc2ccco2)C1c1ccccc1)c1cccs1` (configuration not stated)?
Bcl-B TR3 displacers: -3%; MRP resist rev: -2; IL1B NFkB inh: -14; PLAP inhibition: -3%; IL1B NFkB pot: 14; MRP resist rev cytotoxicity: 101; MRP resist rev with doxorubicin: 102; IL1B NFkB inh cell count 2 µM: 134; IL1B NFkB pot cell count 2 µM: 134

What do the screens show for `COc1ccc(S(=O)(=O)N(CCCN2CCOCC2)Cc2ccc(OC)c(OC)c2)cc1`?
Bcl-B TR3 displacers: -3%; MRP resist rev: 4; PLAP inhibition: -75%; MRP resist rev cytotoxicity: 82; MRP resist rev with doxorubicin: 78

What do the screens show for `COC(=O)C(NNc1ccccc1)(NC(=O)c1ccc(F)cc1)C(F)(F)F` (configuration not stated)?
Bcl-B TR3 displacers: 5%; IL1B NFkB inh: -2; PLAP inhibition: 11%; IL1B NFkB pot: 2; IL1B NFkB inh cell count 2 µM: 168; IL1B NFkB pot cell count 2 µM: 168

What do the screens show for `CC(/C=C/c1cccs1)=C\C(=O)O`?
Bcl-B TR3 displacers: -10%; MRP resist rev: 5; IL1B NFkB inh: 0; PLAP inhibition: -11%; IL1B NFkB pot: 1; MRP resist rev cytotoxicity: 90; MRP resist rev with doxorubicin: 86; IL1B NFkB inh cell count 2 µM: 148; IL1B NFkB pot cell count 2 µM: 148

What do the screens show for `Cc1ccc(C)c(NC(=O)CS(=O)(=O)c2cn(C)c3ccccc23)c1`?
MRP resist rev: 3; IL1B NFkB inh: 6; IL1B NFkB pot: -6; MRP resist rev cytotoxicity: 101; MRP resist rev with doxorubicin: 98; IL1B NFkB inh cell count 2 µM: 95; IL1B NFkB pot cell count 2 µM: 95

What do the screens show for `CN(CC(=O)NCCC1=CCCCC1)S(=O)(=O)c1ccc2c(c1)CCC(=O)N2`?
Bcl-B TR3 displacers: -1%; MRP resist rev: 18; IL1B NFkB inh: 3; PLAP inhibition: 7%; IL1B NFkB pot: -3; MRP resist rev cytotoxicity: 96; MRP resist rev with doxorubicin: 78; IL1B NFkB inh cell count 2 µM: 67; IL1B NFkB pot cell count 2 µM: 67

Results for COc1ccc(NC(=O)c2oc3ccc(S(=O)(=O)N4CCC5(CC4)OCCO5)cc3c2C)cc1 ?
Bcl-B TR3 displacers: 0%; MRP resist rev: -4; PLAP inhibition: -54%; MRP resist rev cytotoxicity: 87; MRP resist rev with doxorubicin: 91

What do the screens show for `CCCc1cc(=O)[nH]c(SCC(=O)N2CCN(c3ccc(F)cc3)CC2)n1`?
Bcl-B TR3 displacers: 0%; MRP resist rev: 11; IL1B NFkB inh: -2; PLAP inhibition: -27%; IL1B NFkB pot: 2; MRP resist rev cytotoxicity: 91; MRP resist rev with doxorubicin: 80; IL1B NFkB inh cell count 2 µM: 106; IL1B NFkB pot cell count 2 µM: 106

Results for Cc1cc2n(n1)C(c1ccccc1)Nc1ccccc1-2 (configuration not stated) ?
Bcl-B TR3 displacers: -9%; MRP resist rev: 2; IL1B NFkB inh: -11; PLAP inhibition: 5%; IL1B NFkB pot: 11; MRP resist rev cytotoxicity: 104; MRP resist rev with doxorubicin: 101; IL1B NFkB inh cell count 2 µM: 145; IL1B NFkB pot cell count 2 µM: 145

Among those listed so far, these have an aryl methoxy group:
How did COc1ccc(N2CCN(C(=S)Nc3cccc(C)c3)CC2)cc1 do in these assays?
Bcl-B TR3 displacers: -1%; IL1B NFkB inh: 15; PLAP inhibition: 16%; IL1B NFkB pot: -15; IL1B NFkB inh cell count 2 µM: 125; IL1B NFkB pot cell count 2 µM: 125

How did CCOCc1nnc(NC(=O)c2c(OC)cccc2OC)s1 do in these assays?
Bcl-B TR3 displacers: 2%; MRP resist rev: 2; IL1B NFkB inh: -3; PLAP inhibition: 6%; IL1B NFkB pot: 3; MRP resist rev cytotoxicity: 90; MRP resist rev with doxorubicin: 88; IL1B NFkB inh cell count 2 µM: 52; IL1B NFkB pot cell count 2 µM: 52

What do the screens show for `COc1ccccc1C1CC(=O)Nc2cc3c(cc21)OCCO3` (configuration not stated)?
Bcl-B TR3 displacers: -2%; MRP resist rev: -19; IL1B NFkB inh: 8; PLAP inhibition: 7%; IL1B NFkB pot: -7; MRP resist rev cytotoxicity: 22; MRP resist rev with doxorubicin: 41; IL1B NFkB inh cell count 2 µM: 79; IL1B NFkB pot cell count 2 µM: 79

What do the screens show for `COc1ccc(S(=O)(=O)N(CCCN2CCOCC2)Cc2ccc(OC)c(OC)c2)cc1`?
Bcl-B TR3 displacers: -3%; MRP resist rev: 4; PLAP inhibition: -75%; MRP resist rev cytotoxicity: 82; MRP resist rev with doxorubicin: 78

Results for COc1ccc(NC(=O)c2oc3ccc(S(=O)(=O)N4CCC5(CC4)OCCO5)cc3c2C)cc1 ?
Bcl-B TR3 displacers: 0%; MRP resist rev: -4; PLAP inhibition: -54%; MRP resist rev cytotoxicity: 87; MRP resist rev with doxorubicin: 91
